# Measles CPE: protection of cells from measles virus; AID 841; 140,000 compounds, 1.5% hits; Measles virus-infected cells, CPE protection, absorbance; protection (pct of control), % at 4 µM; in the data active = protection mostly above about 24%, no sharp cut-off; inactive = mostly below about 26%; note: some compounds called inactive have numbers as strong as hits
# Yeast lifespan up: extends the lifespan of yeast. S. cerevisiae growth with nicotinamide, OD615; deaD strain in restrictive glucose medium. inhibition of the nicotinamide effect, % at 10 µM. 130,000 compounds, 0.68% hits;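 active = inhibition above a set limit, placed 3 SD over the median of all compounds, cut at about 26% in these data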;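 note: 0% = nicotinamide-treated wells and 100% = cells grown without nicotinamide; some compounds called inactive have numbers as strong as hits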
#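 Assay system: engineered S. cerevisiae DeaD replicative-lifespan strain, galactose-grown log-phase cells; Buffer or medium: CSMM-D glucose medium, restrictive; Probe or stimulus: nicotinamide 1.5 mM; Compound: single dose 10 µM compound, 0.25% DMSO; Schedule: 4 h preincubation then 48 h treatment at 30 °C; Technique: OD615 measurement.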
# bCat KO growth: beta-catenin-lacking colon tumor cell growth suppression; AID 818; 140,000 compounds, 1.5% hits; viability, % at 10 µM; HCT116 beta-catenin knockout viability, CellTiter-Glo, 60 h; active compounds read low;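 active = viability at or under a set limit, the compound median less 4 SD, cut at about 6% in these data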;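 note: 0% = Hyamine 1622 control at 20 µM and 100% = untreated cell control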
# Phagocyt inh: macrophage phagocytosis inhibition | J774A.1 macrophage IgG-bead phagocytosis, imaging | inhibition, % at 5 µM | AID 1029 | 110,000 compounds, 0.07% hits;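 active = inhibition above the mean of the plate negative controls plus 5 SD, cut at about 13% in these data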;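 note: phagocytic index as fraction of beads internalized from green versus red external bead signal; plate controls were DMSO negative control for no effect and cytochalasin-D positive control for full effect; some results beyond the cut were filed as inactive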
# MRP1 act: activates MRP-1; H69AR cells + doxorubicin, viability rescue, CellTiter-Glo; AID 799; 140,000 compounds, 0.61% hits; viability increase, % at 10 µM;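 active = viability gain under doxorubicin at or above a set limit, the compound median plus 3 SD, cut at about 4.7% in these data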;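 note: MRP-1 overexpressing cells given doxorubicin 25 µM after compound pretreatment; 18-22 h compound pretreatment then 72 h with doxorubicin before readout; 0% = doxorubicin-only wells and 100% = vehicle-treated cells without doxorubicin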
# PTEN del growth: suppresses growth of cells with PTEN deletion; HCT116 PTEN-null viability, CellTiter-Glo, 60 h; active compounds read low; viability, % at 10 µM; 140,000 compounds, 1.2% hits; AID 827;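 active = viability at or below a set limit, 4 SD under the median of all tested compounds, cut at about 3.7% in these data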;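 note: PTEN knockout HCT116 line with beta catenin targeted HCT116 as companion control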
# GALR2 blocker: GALR2 (human) receptor antagonism; O43603; GALR2-expressing cells, antagonist mode; inhibition, % at 4 µM; 140,000 compounds, 0.39% hits; in the data active = inhibition above about 27%;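 note: cells stimulated with galanin 1-16 at roughly its EC80; 0% = agonist challenge control and 100% = basal control without agonist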
# Target sequence (O43603 whole entry, looked up): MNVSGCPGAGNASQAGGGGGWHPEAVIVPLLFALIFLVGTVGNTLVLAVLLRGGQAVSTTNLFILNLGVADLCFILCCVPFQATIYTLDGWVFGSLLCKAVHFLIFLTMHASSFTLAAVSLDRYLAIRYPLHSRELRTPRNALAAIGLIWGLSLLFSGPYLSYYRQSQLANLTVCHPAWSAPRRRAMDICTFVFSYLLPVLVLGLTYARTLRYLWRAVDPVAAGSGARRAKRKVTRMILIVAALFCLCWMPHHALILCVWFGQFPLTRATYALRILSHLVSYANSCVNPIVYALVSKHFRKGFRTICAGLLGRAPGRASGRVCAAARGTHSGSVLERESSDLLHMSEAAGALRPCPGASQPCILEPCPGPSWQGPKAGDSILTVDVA
# Yeast growth inh: chemicals that inhibit yeast BB579 growth in restrictive medium (lifespan-shortening candidates). inhibition, % at 10 µM. S. cerevisiae BB579 growth, OD615, 48 h. 140,000 compounds, 0.51% hits;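 active = inhibition above a set limit, 3 SD over the mean compound inhibition, cut at about 44% in these data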; note: inactives centre near -24
#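 Assay system: S. cerevisiae DeaD strain BB579 yeast. Medium: CSMM-D restrictive synthetic medium containing dextrose (glucose). Times: 4 h cell preincubation, 48 h compound exposure, 30 °C humidified. Signal: OD615 turbidity measurement. Benchmarks: positive control amphotericin B 10 µg/mL.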
# NPY-Y2 antag: blocks the human neuropeptide Y Y2 receptor | 140,000 compounds, 0.99% hits | AID 793 | P49146 | inhibition, % at 2.7 µM | NPY-Y2 expressing cells, antagonist mode; in the data active = inhibition above about 17%;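 note: 0% = vehicle with agonist challenge and 100% = reference antagonist with challenge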
# Target sequence (P49146 whole entry, looked up): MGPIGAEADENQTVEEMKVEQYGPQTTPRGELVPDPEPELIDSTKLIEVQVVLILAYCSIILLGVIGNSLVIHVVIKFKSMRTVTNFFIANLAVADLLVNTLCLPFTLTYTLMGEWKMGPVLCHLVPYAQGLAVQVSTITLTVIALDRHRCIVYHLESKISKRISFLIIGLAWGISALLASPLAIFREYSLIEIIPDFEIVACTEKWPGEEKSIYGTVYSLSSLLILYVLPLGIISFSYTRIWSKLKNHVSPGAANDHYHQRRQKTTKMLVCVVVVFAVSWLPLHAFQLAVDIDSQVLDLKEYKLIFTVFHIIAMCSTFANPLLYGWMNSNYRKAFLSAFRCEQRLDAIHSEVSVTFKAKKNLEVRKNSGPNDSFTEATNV
# E-sel TNF inh: blocks E-selectin expression induced by TNF alpha | HUVEC TNFa-induced E-selectin immunofluorescence, high content | 120,000 compounds, 0.71% hits | inhibition, % at 2 µM;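 active = inhibition above the batch mean plus 3 SD, and confirmed as a hit on visual image review, cut at about 43% in these data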;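 note: 0% = TNF-stimulated DMSO wells and 100% = unstimulated control wells; not every result past the cut was called active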
# Starred values were filed as active, the others as inactive; nt = no result given.
SMILES,Measles CPE,Yeast lifespan up,bCat KO growth,Phagocyt inh,MRP1 act,PTEN del growth,GALR2 blocker,Yeast growth inh,NPY-Y2 antag,E-sel TNF inh
CCOC(=O)c1sc2cccc(F)c2c1N,28.9,-10.4,87.4,1.5,-3.8,87.8,-6.5,11.3,3.8,14.7
COc1ccc(C2C(C(=O)Nc3cc(C)on3)c3ccccc3C(=O)N2C)cc1 (stereo not given),8.5,-4.2,85.3,0.4,-1.2,93.2,6.0,-6.3,2.2,-4.5
C=C(C)CN(CC)CCC(=O)Nc1ccc(OC)cc1OC,9.4,-9.9,101.3,-0.2,-1.1,89.3,0.5,-25.1,3.0,-10.6
CCN(C1CCCCC1)S(=O)(=O)c1ccc(S(=O)(=O)NCc2ccncc2)cc1,11.8,-18.8,27.4,nt,-0.7,53.7,21.1,-31.6,2.8,19.9
CCOC(=O)c1cccc(NC(=O)/C=C/c2ccc3c(c2)OCO3)c1,2.5,-7.0,81.1,-3.9,-1.9,76.0,13.9,-5.5,2.7,11.3
O=C(Nc1nccs1)C1CCCN(S(=O)(=O)c2cccc3cccnc23)C1 (stereo not given),3.9,-9.2,48.3,nt,-2.9,52.0,4.4,5.7,0.1,-3.6
CCOC(=O)N1CCN(c2c(N3CCN(c4cc(C)ccc4C)CC3)c(=O)c2=O)CC1,0.6,-3.1,77.0,-0.1,-1.5,75.1,-8.4,-35.4,3.1,-9.7
C=CCn1c(CNC(=O)c2cccs2)nnc1SCc1ccc(Cl)cc1Cl,26.6,4.8,83.4,-6.9,1.7,84.2,-11.9,-5.1,5.9,-8.6
COc1cc(NC(=O)c2ccccc2NS(=O)(=O)c2ccc(Cl)s2)cc(OC)c1,5.5,7.7,54.2,-4.1,-1.1,58.4,15.9,-5.4,4.5,-2.1
Cc1cc(NC(=O)CCC(=O)N(CC2CCCO2)C(C(=O)NC2CCCC2)c2cccnc2)no1 (stereo not given),15.2,-5.8,80.2,nt,-0.6,97.5,-2.1,1.6,0.1,-14.5
Cc1ccc(NC(=S)N2CCN(C(=O)C3CCCO3)CC2)c(C)c1 (stereo not given),1.6,-8.0,98.3,nt,-2.0,81.8,-1.3,-29.4,0.4,19.9
CC(=O)N/C(=N\OCc1ccc(Br)cc1)c1nonc1NC(C)=O,8.9,5.6,91.5,-9.3,0.4,96.9,10.3,-26.8,2.6,-24.5
CC(=O)N(CCC(Cc1ccccc1)c1ccc2c(c1)OCO2)Cc1ccc(Cl)cc1 (stereo not given),12.8,10.8,58.4,-0.1,-6.6,57.7,-2.4,-48.5,9.2,-6.7
COC(=O)c1c(NC(=O)c2c(-c3ccccc3Cl)noc2C)sc2c1CCC2,17.8,-9.3,48.8,-0.2,-1.1,49.4,7.1,-57.4,22.8*,6.8
CC12COC3(C(=O)NCCc4ccccc4)CC1CCC32C (stereo not given),10.6,2.9,98.7,-5.1,-0.8,94.7,-1.0,-0.5,-1.8,nt
COc1ccc2nnc(-c3ccccc3)n2n1,5.4,-26.5,103.6,0.0,0.1,103.9,5.8,20.4,-1.4,nt
O=C(COC(=O)Cc1cccs1)Nc1ccccc1,24.4,-16.9,93.2,0.0,-0.8,98.6,-0.2,-39.0,2.2,-3.4
O=C1CCC([N+](=O)[O-])C(c2ccccc2Cl)N1 (stereo not given),12.9,0.1,96.4,-0.7,0.2,105.2,-2.3,-60.1,5.2,8.4
Cc1cc(NC(=O)c2ccccc2Cl)no1,30.6,-23.0,91.7,nt,-0.8,92.5,13.1,-26.0,-1.3,10.5
CC(C)(C)C1CCc2c(sc(NC(=O)c3cccs3)c2C(N)=O)C1 (stereo not given),5.1,nt,68.3,nt,1.2,62.0,9.1,-33.5,4.2,9.3
CCOC(=O)c1c(NC(=O)c2cccs2)sc(CC)c1-c1cccs1,6.8,-11.4,63.7,-0.5,-0.9,49.6,-5.0,-55.0,0.7,5.7
Cc1cc2ncn(CCOc3ccccc3)c2cc1C,7.0,-18.5,67.5,-0.9,-1.8,66.1,-11.9,-1.5,1.8,12.4
CCOC(=O)/C(C#N)=C/c1ccc(N2CCN(C)CC2)cc1,13.6,2.9,107.5,4.7,1.0,95.9,-7.6,-29.4,0.7,-33.6
CS(=O)(=O)N1CCN(C(=O)c2ccccc2)C1,4.0,-7.2,101.0,0.0,0.5,99.2,3.8,-4.1,0.6,-25.0
CN(CCCn1c(=S)[nH]c2ncccc2c1=O)Cc1ccccc1,4.5,-0.5,81.1,-1.2,-2.3,79.9,5.7,0.3,1.1,17.4
Cc1nc(=S)c2ccccc2[nH]1,15.3,-31.9,76.2,4.2,-2.1,82.6,2.4,-13.3,2.3,20.1
CC(=O)Nc1ccc(OC(=O)c2c(-c3ccccc3Cl)noc2C)cc1,3.9,-4.6,98.8,-4.3,-1.6,90.7,-4.6,-22.7,3.1,nt
COCCNc1nnc(SCC(=O)c2c[nH]c3ccccc23)s1,23.5,-1.0,85.7,nt,-3.0,89.0,3.7,-17.9,0.7,nt
N=C(N)N1CCc2ccccc2C1,10.2,6.8,95.2,nt,-1.9,94.8,13.3,-15.1,1.6,nt
CC(C(=O)O)n1c(C(F)(F)F)nc2ccccc21 (stereo not given),5.9,1.2,93.8,nt,-0.6,88.0,-17.4,-24.6,-0.5,-5.1

# Random excerpt: 2 compounds from above.
SMILES,Measles CPE,Yeast lifespan up,bCat KO growth,Phagocyt inh,MRP1 act,PTEN del growth,GALR2 blocker,Yeast growth inh,NPY-Y2 antag,E-sel TNF inh
Cc1ccc(NC(=S)N2CCN(C(=O)C3CCCO3)CC2)c(C)c1 (stereo not given),1.6,-8.0,98.3,nt,-2.0,81.8,-1.3,-29.4,0.4,19.9
CC(C)(C)C1CCc2c(sc(NC(=O)c3cccs3)c2C(N)=O)C1 (stereo not given),5.1,nt,68.3,nt,1.2,62.0,9.1,-33.5,4.2,9.3

# (next part)
SMILES,Measles CPE,Yeast lifespan up,bCat KO growth,Phagocyt inh,MRP1 act,PTEN del growth,GALR2 blocker,Yeast growth inh,NPY-Y2 antag,E-sel TNF inh
COc1cc(Nc2cc(C)nc3nc(C)nn23)cc(OC)c1OC,1.2,-11.4,91.0,0.4,-2.6,79.2,1.9,5.0,5.5,-16.2
CCCc1nc2ccccc2c2nc(N)nn12,4.7,-20.3,104.2,1.5,-3.8,95.5,-1.9,-12.9,2.6,-4.4
CCCOC(=O)c1ccc(NC(=O)Oc2ccccc2)cc1,13.7,-28.1,106.0,nt,-0.5,100.5,7.2,-44.8,-5.3,-3.6
C=CCn1c(Cc2ccc(OCC)cc2)nnc1SCC(N)=O,15.7,-10.9,95.4,5.2,-1.4,95.7,1.4,-10.3,0.9,-22.2
Cc1ccc(S(=O)(=O)N2CCN(C(=O)c3c(C)nn(-c4ccccc4)c3Cl)CC2)cc1,26.9,-7.2,55.7,-2.3,-3.2,52.5,6.4,-28.5,2.5,-2.0
CC(C)NC(=O)C1CCN(C(=O)c2ccc(-c3ccccc3)cc2)CC1,2.6,-8.0,90.2,0.4,1.4,84.5,-8.2,-9.9,2.4,nt
CC(C)c1nc2ccc(C(=O)O)cc2[nH]1,16.6,-8.3,85.9,-1.1,-1.0,89.1,1.4,-7.9,0.0,-2.0
O=C(NCCCN=C1NS(=O)(=O)c2ccccc21)c1ccc(S(=O)(=O)N2CCOCC2)cc1,2.2,-2.5,90.2,-1.5,-0.6,94.3,1.7,-29.9,1.5,nt
Cc1sc(NC(=O)c2ccco2)c(CN2CCC(C)CC2)c1C,3.9,-11.1,61.7,-0.6,-2.0,72.3,3.3,-28.0,4.4,6.5
COc1cc(/C=N\NC(=O)CN2CCOCC2)ccc1OCC(=O)Nc1ccc(C)c(C)c1,14.4,-14.1,77.3,nt,-1.4,72.7,-1.7,-40.1,-2.1,30.0
COc1ccc(/C=N/Nc2nc(-c3ccc(Cl)cc3)cc(C(F)(F)F)n2)c(OC)c1,11.8,1.0,89.2,0.0,-2.5,96.1,22.0,-40.2,2.0,nt
Nc1cc(C(F)(F)F)ccc1C(=O)O,11.6,-14.1,99.5,nt,-1.1,113.0,-3.6,9.4,6.2,0.7
COC(=O)C1CSC(C(=O)OC)N1C(=O)Nc1ccc(Cl)c(Cl)c1 (stereo not given),7.5,-10.0,103.0,-0.5,0.4,108.3,2.1,-49.4,2.5,-3.2
Cc1ccc2c(c1)NC(=O)C(CC(=O)NCCN(C)C)O2 (stereo not given),13.2,-5.8,100.2,-0.1,-2.8,95.2,-13.6,-31.7,3.2,-18.6
CC(C)(C)c1ccc(S(=O)(=O)N2CCCCC2C(=O)NCc2ccccn2)cc1 (stereo not given),19.3,-1.2,82.3,-0.4,-0.6,85.6,nt,-28.1,nt,nt
CCSc1nc(-c2cccnc2)ccc1C#N,3.2,-6.5,94.8,2.8,-3.6,91.5,-4.8,-4.6,2.3,nt
CC(=O)Nc1ccc(C(=O)N/N=C/c2cccnc2)cc1,12.4,2.2,100.4,-15.0,-0.9,104.3,-9.8,-21.9,2.2,1.1
Cn1c(SCC(=O)c2ccc3c(c2)OCO3)nnc1-c1ccccn1,6.7,0.5,112.0,0.5,-2.8,103.6,-6.2,-0.3,2.6,-19.8
CC(C)n1nnnc1SCC(=O)Nc1ccccc1N1CCOCC1,4.7,nt,93.5,0.3,-3.0,92.4,nt,2.0,nt,nt
CCOc1nnc(C)c2c(C)n(-c3cccc(Cl)c3)nc12,8.6,-9.3,100.0,-1.3,-2.5,84.8,3.3,9.8,-2.6,-5.6
Cc1ccc(C(=O)NCCc2sc(C)nc2C)cc1,3.4,-1.7,92.6,2.3,0.6,108.0,-4.4,-30.1,0.2,9.9
O=C(NCc1cccnc1)/C(=C/c1ccc(-c2cccc(C(F)(F)F)c2)o1)NC(=O)c1ccccc1,4.9,-13.6,40.8,3.9,-2.7,32.3,9.0,-13.7,13.2,-0.1
CCCCSc1nc2sc3c(c2c(=O)[nH]1)CCC3,10.2,-4.6,94.0,-1.1,-1.3,99.8,-6.3,-11.5,0.3,-1.1
Cn1c(C(=O)OC(C(=O)NCc2ccco2)c2ccncc2)cc2sccc21 (stereo not given),23.4,-16.8,97.3,-2.7,-4.7,99.8,-9.7,6.5,-1.1,-16.8
CCCn1c(=N)c(C(=O)NC2CCCC2)cc2c(=O)n3cccc(C)c3nc21,2.0,nt,23.7,nt,-2.9,24.0,-5.9,-9.6,5.3,-8.2
Cc1cc(C)cc(Oc2cc(NC(=O)c3cn(C)nc3C)cc([N+](=O)[O-])c2)c1,26.6,7.3,97.2,-0.2,2.0,90.8,6.6,-55.5,0.3,-0.2
COc1ccc(C2N(c3cccc(Cl)c3)C(=O)C3CCCN32)cc1 (stereo not given),3.1,-5.0,98.0,1.1,-3.7,93.6,6.5,19.0,1.5,nt
O=C(N/C=C/c1ccc(Cl)cc1)NCc1ccc(Cl)cc1,9.8,-0.8,84.5,1.1,-0.8,97.2,-3.7,-14.5,5.8,-0.7
Cc1cc(C(=O)Nc2sc3c(c2C#N)CCCCC3)cs1,5.6,-4.0,86.9,11.0,-0.1,76.1,-8.9,-24.5,-1.9,-18.8

# Compound activity deposited in PubChem by several laboratories.

# This is a random part of the collection. Share with any hit: about 6.3%.
